# proCasp3 act – activators of human procaspase-3 D3A mutant, primary screen, biochemical, absorbance, PC-3 D3A mutant, single concentration. recombinant procaspase-3 D3A, Ac-DEVD-pNA absorbance 405 nm. activation, % at 8.5 µM. 330,000 compounds, 0.11% hits;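 active = activation above the mean of all tested compounds plus 3 SD, cut at about 21% in these data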;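 also: 0% = DMSO alone and 100% = DMSO wells spiked with extra 5 µM PC-3 D3A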
# Target sequence (P42574 whole entry D9A/D28A/D175A): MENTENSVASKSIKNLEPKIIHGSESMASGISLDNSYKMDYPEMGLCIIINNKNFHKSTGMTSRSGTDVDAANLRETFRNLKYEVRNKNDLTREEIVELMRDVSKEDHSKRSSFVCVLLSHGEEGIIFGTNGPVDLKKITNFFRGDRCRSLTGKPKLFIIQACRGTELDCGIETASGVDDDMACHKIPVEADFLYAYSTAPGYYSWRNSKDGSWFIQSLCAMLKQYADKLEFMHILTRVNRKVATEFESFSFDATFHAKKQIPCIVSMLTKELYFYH
#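 Assay system – Procaspase-3 D3A mutant, all three cleavage aspartates alanine · Controls – DMSO-only low control, 5 µM PC-3 D3A high control · Schedule – 1 h compound preincubation, 2 h substrate hydrolysis at 25 °C · Signal – 405 nm absorbance of p-nitroaniline, reads at 0 and 120 min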
# TPT1 inh – Candida albicans TPT1 enzyme inhibitors, primary screen, biochemical, fluorescence polarization | tRNA 2'-phosphotransferase TPT1 (Candida albicans SC5314) | recombinant caTPT1, FP RNA substrate dephosphorylation | inhibition, % at 5 µM | 300,000 compounds, 0.81% hits | AID 1962, 2009;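 active = inhibition above the mean of all tested compounds plus 3 SD, set per screening campaign, cut at about 24% in these data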;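 also: plate controls were DMSO alone for no effect and ferristatin control at 100 nM for full effect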
# PAFAH2 inh – PAFAH2 enzyme inhibitors, primary screen, biochemical, fluorescence polarization, human; recombinant PAFAH2, FP-rhodamine activity probe; inhibition, % at 3.39 µM; Platelet-activating factor acetylhydrolase 2, cytoplasmic (Homo sapiens), Q99487; AID 492956, 2010; 340,000 compounds, 0.99% hits;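 active = inhibition above the mean over all tested compounds plus 3 SD, cut at about 30% in these data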;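 also: inhibitors block probe labeling of enzyme so polarization drops; 0% = enzyme with DMSO and 100% = wells lacking PAFAH2 protein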
# PP5 inh – PP5 phosphatase inhibitors, primary screen, biochemical, fluorescence | Serine/threonine-protein phosphatase 5 (Homo sapiens), P53041 | purified PP5c, OMFP substrate fluorescence | inhibition, % at 6.7 µM | 320,000 compounds, 0.18% hits;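 active = inhibition above the campaign's mean inhibition across all tested compounds plus 3 SD, cut at about 9.5% in these data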;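 also: 0% = DMSO only and 100% = 100 µM cantharidin control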
# core dimer inh – inhibitors of HCV core protein dimerization, primary screen, biochemical, TR-FRET, high-throughput | TR-FRET GST/Flag-core106 dimerization, 1536-well | inhibition, % at 5 µM | 300,000 compounds, 0.33% hits | AID 1899, 2009;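 active = inhibition above the mean of all tested compounds plus 3 SD, set per screening campaign, cut at about 45% in these data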
#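 Assay system: Tagged HCV core106 pair (GST and Flag) | Buffer or medium: KF-containing HEPES buffer, pH 7.45, DTT, CHAPS, BSA | Also added: Eu donor and XL665 acceptor anti-tag antibodies | Dosing: One concentration, 5 µM, in 0.5% DMSO | Timing: 4 h at 22.5 °C | Technique: TR-FRET 671 and 617 nm emission | Repeats: Singlicate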
# PP1 counter – PP1-alpha phosphatase inhibitors, primary screen, counter-screen for PP5 inhibitor project, biochemical, fluorescence, OMFP substrate, single point; AID 2235, 2010; inhibition, % at 6.7 µM; Serine/threonine-protein phosphatase PP1-alpha catalytic subunit (Homo sapiens), P62136; purified PP1alpha; 320,000 compounds, 0.9% hits;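 active = inhibition above the mean inhibition of all tested compounds plus 3 SD, computed separately for each screening campaign, cut at about 15% in these data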
# proCasp7 act – procaspase-7 activators, primary screen, counter-screen for procaspase-3 activator project, biochemical, absorbance, HTS, human; Caspase-7 (Homo sapiens), P55210; recombinant procaspase-7, Ac-DEVD-pNA absorbance 405 nm; D23A/D198A/D206A triple mutant, cannot self-cleave; scale: DMSO 0, 5 µM enzyme 100; activation, % at 8.5 µM; 330,000 compounds, 0.093% hits;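 active = percent activation above the screen-wide mean plus 3 SD, cut at about 25% in these data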
#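 buffer or medium = Zinc-free HEPES/NaCl buffer, pH 7.4 | material = Procaspase-7 triple mutant (PC-7 D3A) | input = 2 µM procaspase-7 mutant as dispensed | signal = Epi-absorbance of released pNA at 405 nm, two timepoints | timing = 1 h preincubation, 2 h reaction | replicates = singlicate compound testing | evaluation = % activation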
# AHR act – AHR activators, primary screen, cell-based, luminescence, luciferase reporter, human; AHR-responsive luciferase reporter cells; activation, % at 5 µM; 320,000 compounds, 2.5% hits; in the data active = activation above about 47%;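 also: 0% = vehicle wells and 100% = reference agonist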
# Target sequence (P35869 whole entry, looked up): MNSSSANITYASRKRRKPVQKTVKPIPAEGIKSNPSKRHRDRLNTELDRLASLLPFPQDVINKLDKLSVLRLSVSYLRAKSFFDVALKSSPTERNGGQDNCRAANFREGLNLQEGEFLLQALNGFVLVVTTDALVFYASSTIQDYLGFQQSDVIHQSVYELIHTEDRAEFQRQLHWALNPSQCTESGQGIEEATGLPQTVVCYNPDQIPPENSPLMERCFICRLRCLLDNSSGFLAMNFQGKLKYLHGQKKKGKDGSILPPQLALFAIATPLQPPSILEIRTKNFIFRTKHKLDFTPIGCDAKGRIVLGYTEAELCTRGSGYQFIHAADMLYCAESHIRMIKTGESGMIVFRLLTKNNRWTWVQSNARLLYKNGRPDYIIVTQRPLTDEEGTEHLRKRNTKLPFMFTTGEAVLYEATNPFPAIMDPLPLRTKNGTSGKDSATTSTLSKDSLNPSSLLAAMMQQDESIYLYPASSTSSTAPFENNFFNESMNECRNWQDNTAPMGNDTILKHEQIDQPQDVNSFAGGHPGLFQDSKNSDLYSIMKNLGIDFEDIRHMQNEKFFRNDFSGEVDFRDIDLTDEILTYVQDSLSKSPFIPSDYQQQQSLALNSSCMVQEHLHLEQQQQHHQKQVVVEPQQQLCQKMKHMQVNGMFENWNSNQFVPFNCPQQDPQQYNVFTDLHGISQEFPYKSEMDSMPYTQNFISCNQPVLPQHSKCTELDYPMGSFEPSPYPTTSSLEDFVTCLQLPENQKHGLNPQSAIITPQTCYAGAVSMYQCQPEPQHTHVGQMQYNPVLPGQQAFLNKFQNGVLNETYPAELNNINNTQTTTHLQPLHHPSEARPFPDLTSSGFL
# Fh CTSL1 inh – Fasciola hepatica cathepsin L1 inhibitors, primary screen, counter-screen for PFM18AAP inhibitor project, biochemical, QFRET, fluorogenic peptide substrate | recombinant F. hepatica cathepsin L1, Z-Leu-Arg-MCA fluorescence | inhibition, % at 5.96 µM | 300,000 compounds, 0.49% hits | AID 1906, 2009;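 active = inhibition above the mean of all tested compounds plus 3 SD, set per screening campaign, cut at about 17% in these data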;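 also: 0% = plate median of test compound wells and 100% = 1 µM Z-Phe-Ala-diazomethylketone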
# * = called active by the depositor; x = not tested or not shown. Not a hit list; 5.6% or so of the library scored in one or more.
SMILES,proCasp3 act,TPT1 inh,PAFAH2 inh,PP5 inh,core dimer inh,PP1 counter,proCasp7 act,AHR act,Fh CTSL1 inh
COCCCN1C(=O)C(=O)/C(=C(/O)c2ccc(S(=O)(=O)N3CCCCC3)cc2)C1c1ccc(O)cc1 (stereo not drawn),2,-4,-4,-1.9,-12,3,-3,0,-3
CC1(C)Cc2c(cnn2-c2ccccc2)C(NC(=O)CCc2ccc(=O)[nH]n2)C1 (stereo not drawn),-3,0,3,4.0,5,3,5,0,2
CCc1ccccc1NC(=S)N1CCN(c2ccccn2)CC1,0,-2,2,-1.6,-8,0,0,-1,0
NS(=O)(=O)c1ccc(NC(=S)NCc2ccccc2Cl)cc1,-2,0,-5,1.3,-8,0,6,2,-3
S=C(NC1CCCCC1)N(CCc1nc2ccccc2[nH]1)C1CCCC1,4,3,-1,3.3,7,8,8,5,-2
Cc1ccccc1OCc1nnc(SCC(=O)NC2CCCCC2)o1,-2,1,5,0.6,8,-2,-11,1,2
COc1ccc(Nc2ccc([N+](=O)[O-])cn2)cc1,-6,-3,2,1.8,-3,1,8,4,2
CCCCNC(=O)Nc1nc2ccc(CC)cc2s1,3,1,0,0.4,2,1,2,-5,3
Cc1cc(C)n2nc(C(=O)OCC(=O)NNC(=O)c3ccc(Cl)cc3)nc2n1,-8,-1,1,0.3,-4,-4,6,3,2
N#Cc1ccc(NC(=S)NC(=O)C2CCCCC2)cc1,4,x,10,x,x,x,4,-2,x
Cc1cccc(C)c1NC(=O)c1cc(S(=O)(=O)N2CCOCC2)ccc1F,2,-4,-1,-0.5,-3,2,3,0,0
COc1ccc(OC)c(NC(=S)NCc2cccs2)c1,4,-1,3,-0.4,3,-5,-5,4,-2
S=c1[nH]cc(-c2ccccc2)n1-c1cccc(Cl)c1,-7,0,6,2.4,-5,5,-15,3,-3
N#Cc1ccc(OCC(=O)N2CCN(c3ccc(C(F)(F)F)cn3)CC2)cc1,-2,x,-5,4.5,x,-4,-1,-6,x
CC(=O)Oc1cccc(NC(=O)c2ccc3c(c2)C(=O)N(CC(C)C)C3=O)c1,0,0,-5,1.0,-3,1,-1,3,-26
CCCNC(=O)Cn1nc(C(F)(F)F)c2c1CCC2,6,1,6,-3.2,-3,0,3,2,0
CCCC(NC(=O)Cc1c(C)c2c(cc(C)c3c(C)coc32)oc1=O)C(=O)O (stereo not drawn),0,0,0,2.3,-1,-4,14,0,-1
COc1ccc(-n2nnnc2SCC(=O)c2ccc3c(c2)OCCO3)cc1,-5,-3,-15,2.9,1,-2,-2,5,1
CC(O)[C@H]1CN=C(N)N1CC1CCCCC1 (stereo partly drawn),5,1,-2,3.9,-2,-2,-3,1,-3
COCCNC(=O)c1ccccc1NC(=O)c1cccc([N+](=O)[O-])c1C,4,1,7,-2.0,-4,1,12,4,2
COCc1c(C(=O)OCC(=O)NCCN2C(=O)CSC2=O)oc2ccccc12,-7,4,1,1.4,-5,-1,-4,2,2
COc1ccc(S(=O)(=O)N2CCOCC2)cc1NC(=O)CC1CCCC1,0,x,21,2.9,x,1,9,0,x
COC(=O)[C@H](C)NC(=O)Nc1ccccc1C(F)(F)F,5,2,2,1.6,0,-4,-2,-2,-3
CSc1sc(C(=O)OC(C)C)c2c1C(=O)CC(C)(C)C2,-1,-3,3,1.9,9,0,0,-1,-1
Cc1nc2ccc(-c3nc4ccccc4o3)cc2[nH]1,6,0,-8,3.8,-9,0,-2,-5,0
O=C(CC1CC2CCC1C2)Nc1nc(-c2ccccn2)cs1 (stereo not drawn),3,2,6,5.7,13,40*,-5,14,6
CC(=O)N1CC=CC1(CC(C)C)C(=O)NCc1cc(F)cc(C(F)(F)F)c1 (stereo not drawn),-3,-2,6,1.4,-4,3,2,3,55*
Cc1cc(N2C(=O)C(O)=C(C(=O)c3cccs3)C2c2ccc(F)cc2)no1 (stereo not drawn),-7,2,-1,-1.2,10,-2,-14,-2,-4
NC(=O)CSCc1cccc(Br)c1,6,0,-2,-0.2,1,-8,2,2,-3
CN(CC(=O)NCc1ccc(F)cc1)CC(=O)Nc1ccc(Cl)c(C(F)(F)F)c1,-6,3,-3,0.9,-13,-12,10,-5,2
O=C(COc1coc(CN2CCc3ccccc3C2)cc1=O)N1CCOCC1,2,0,2,-3.3,-1,-6,-3,1,7
CCCCn1c(CCC)nc([N+](=O)[O-])c1Sc1ccc(Cl)cn1,1,-3,11,-0.9,6,0,-2,-1,4
COc1ccc(CCN2CC(C#N)=C3c4cc(OC)c(OC)cc4CCN3C2)cc1OC,4,-1,-2,-1.1,27,0,-3,15,3
COc1ccc(Cl)cc1C(Nc1cccnc1)c1ccc2cccnc2c1O (stereo not drawn),2,0,-3,-0.9,5,17*,-9,8,-1
COc1ccc(OC)c(NC(=O)C(=O)NNC(=O)COc2ccc(Br)cc2C)c1,0,-4,4,-1.5,18,7,12,18,-12
Cn1c2ccccc2c2nnc(SCC(=O)NC3CCCC3)nc21,4,-2,-13,1.1,5,1,-1,-1,3
Cc1c(NC(=O)COC(=O)c2ccc(Cl)nc2)c(=O)n(-c2ccccc2)n1C,0,x,8,x,x,x,6,2,x
S=C1SCN(Cc2ccco2)CN1Cc1ccco1,-6,2,5,-2.9,0,-3,-13,-1,-1
c1ccc(-c2ccnc3nc(-n4cccc4)nn23)cc1,4,-2,-2,4.7,3,-1,5,46,1
O=C(O)CCNc1ccc(Cl)cc1,0,-2,0,0.8,-5,-2,-1,3,-3
O=C(Nc1nc2ccc(Cl)cc2s1)[C@@H]1CCCN1C(=O)c1cccs1,-2,1,-9,3.7,22,5,3,30,2
CC(NC(=O)COC(=O)/C=C/c1ccco1)c1ccccc1 (stereo not drawn),2,2,49*,2.7,-4,-4,7,1,-8
COc1ccc(C(=O)NC(=S)Nc2nc(C)c(C(=O)N(C)C)s2)cc1,5,-3,1,2.1,0,-8,-5,5,2
CC(OC(=O)c1cnccn1)C(=O)c1ccccc1 (stereo not drawn),3,-2,-1,-0.8,-3,-3,10,0,-38
COc1ccc(C2NC(=O)CCC2[N+](=O)[O-])cc1OC (stereo not drawn),6,-3,9,0.2,0,-2,-1,1,3
Cc1ccc(N=C(NOCc2ccc(Cl)cc2Cl)c2nonc2N)c(C)c1,13,-4,-12,5.0,-1,4,-6,4,2
CCOc1ccc(CNC(=O)CCCn2nc(CC)n3c(cc4occc43)c2=O)cc1,3,3,7,3.1,5,2,-3,-5,2
CC(=O)C1C(=O)C=C(c2cccs2)CC1c1ccccc1 (stereo not drawn),4,6,x,0.7,10,-1,3,1,-1
C/C(=N\NC(=O)Cn1nc(C)c([N+](=O)[O-])c1C)c1ccco1,6,0,0,-1.5,-9,-5,1,0,1
O=C(NCCCN1CCOCC1)c1ccc(-n2nc(C(F)(F)F)cc2-c2cccs2)cc1,6,1,-2,3.0,-4,-3,0,-10,-1
CCOCC(=O)Nc1ccc(C)c(Cl)c1,-3,1,-29,1.2,-2,2,9,4,4
CC(=O)Nc1ccc(S(=O)(=O)Nc2cccc(NC(=O)c3ccco3)c2)cc1,-3,1,-1,-0.4,0,-4,6,-1,-3
COC(=O)c1cc(NC(=O)c2cc3ccccc3o2)cc(C(=O)OC)c1,-2,0,-3,-0.1,-4,-1,-12,0,0
CCS(=O)c1ccccc1C(=O)OCC(=O)N1CCC(c2ccccc2)=N1 (stereo not drawn),14,x,-44,x,x,x,-8,3,x
O=C(CSc1nnc(SCc2ccccc2)s1)N/N=C/c1ccc(C(=O)O)cc1,1,-1,-7,-0.7,5,-1,2,-4,2
COCc1cnc(C)nc1N,0,0,6,1.1,-3,0,5,5,-3
CC(NS(=O)(=O)c1ccc(F)cc1)C(=O)NCc1ccncc1 (stereo not drawn),0,3,-4,-0.4,-2,-6,16,3,5
CCCN(C(=O)CCSc1ccc(F)cc1)c1c(N)n(Cc2ccccc2)c(=O)[nH]c1=O,-3,1,-3,-1.5,0,-1,-1,0,3
CN(C)c1ccc(/C=N/NC(=O)c2ccco2)cc1,5,0,-2,0.0,-22,-2,-6,29,0
O=C(Cn1cc(C(=O)C2CC2)c2ccccc21)NC1CCCC1,4,1,4,-0.2,0,-1,-1,7,-1

# More compounds follow:
SMILES,proCasp3 act,TPT1 inh,PAFAH2 inh,PP5 inh,core dimer inh,PP1 counter,proCasp7 act,AHR act,Fh CTSL1 inh
COc1ccc(-c2cc(C(=O)NCC3CCCO3)c3ccccc3n2)cc1 (stereo not drawn),2,-3,-3,0.2,3,-3,2,23,1
CC(OC(=O)c1cc(S(=O)(=O)N(C)c2ccccc2)ccc1Cl)C(=O)Nc1ccc2c(c1)OCCO2 (stereo not drawn),3,2,-3,2.5,0,4,4,-1,1
CC(O)CNc1ccc([N+](=O)[O-])cc1S(=O)(=O)N1CCOCC1 (stereo not drawn),-5,-1,-4,-0.3,-3,-1,3,1,2
Cc1ccc(N2CCN(C(=O)c3nn(C)c4c3CS(=O)(=O)c3ccccc3-4)CC2)c(C)c1,2,0,4,3.9,0,0,-8,4,-4
COCCNC(=O)c1onc(CSc2cc(C)cc(C)c2)c1C(=O)O,12,-2,26,1.7,-4,-4,-2,6,-2
Cc1sc2cc(-c3cccc([N+](=O)[O-])c3)c(-c3cccc([N+](=O)[O-])c3)c[n+]2c1C,7,-1,1,-0.2,1,0,3,-1,-2
O=C1/C(=C/c2cccc(O)c2)SC(=S)N1CC1CCCO1 (stereo not drawn),0,-3,0,0.4,-3,-2,-5,-2,4
CN(c1ccccc1)S(=O)(=O)c1ccc(C(=O)OCC(=O)NCc2cccs2)cc1,7,-1,-8,-1.3,2,0,-3,0,-1
CCc1nnc(NC(=O)CCC(=O)O)s1,4,-1,2,-0.5,3,-2,-7,-1,-2
N#Cc1ccc(Oc2cccc(C(=O)O)c2)cc1C#N,-4,-1,-5,0.5,2,-5,-3,3,-3

# Single records, as listed above. Screens in order: proCasp3 act	TPT1 inh	PAFAH2 inh	PP5 inh	core dimer inh	PP1 counter	proCasp7 act	AHR act	Fh CTSL1 inh
# O=C1/C(=C/c2cccc(O)c2)SC(=S)N1CC1CCCO1 (stereo not drawn) is entered as 0	-3	0	0.4	-3	-2	-5	-2	4
# Cc1sc2cc(-c3cccc([N+](=O)[O-])c3)c(-c3cccc([N+](=O)[O-])c3)c[n+]2c1C is entered as 7	-1	1	-0.2	1	0	3	-1	-2
# Cc1ccc(N2CCN(C(=O)c3nn(C)c4c3CS(=O)(=O)c3ccccc3-4)CC2)c(C)c1 is entered as 2	0	4	3.9	0	0	-8	4	-4

# Compound activity from PubChem.
